MCF10A rereplic = DNA re-replication induction in MCF 10a cells | 2.9% of 350,000 active | Potency, µM (doses to about 46.1 µM), inactives show top-dose activity, positive = re-replication, usual class: activators | MCF 10A DNA re-replication, Hoechst nuclear intensity, 48 h; note: % of control where 0% means no effect; nearly all actives have a fitted effect of over 50% in size
Nrf2 activator = Nrf2 pathway activation; AREc32 ARE-luciferase reporter (MCF7-derived line), luminescence, 24 h; Potency, µM (series often up to 46.1 µM), for the others: at the highest dose activation, usual class: activators; 0.31% of 410,000 active; AID 624171; note: % of control where 0% means no effect; nearly all actives have a fitted effect of over 65% in size
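AREc32 cells carrying an ARE-driven firefly luciferase reporter were seeded at 1000 cells/well in OPTI-MEM with 5% FBS, then exposed to compound for 24 hr at 37 deg C. Luminescence was read with Steady-Glo after 30 min at RT.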
ATXN2 expr inh = ATXN2 expression inhibition | HEK-293 ATXN2-luciferase reporter, luminescence, 24 h | Potency, µM (titrated, usually from 57 µM), for inactives: at the highest dose activity change, negative = inhibition, actives largely listed as inhibitors | 0.72% of 360,000 active; note: % is set by controls: 0 for no effect and ±100 for the full control effect; nearly all actives have a fitted effect of over 55% in size
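ATXN2-luciferase reporter cells (luciferase flanked by upstream and downstream ATXN2 gene portions) were treated 24 h at 37 °C with compounds at up to 57 uM. SteadyGlo luminescence gave expression; GF-AFC fluorescence gave viability.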
S2 tox = reduces viability in counter-screen for ATXN expression inhibitors. S2 cells (HEK-293 line with an ATXN2-luciferase reporter) viability, CellTiter-Fluor protease fluorescence, 24 h. Potency, µM (top dose mostly 56.7 µM), most hits filed as cytotoxic. 0.49% of 400,000 active; note: nearly all actives have a fitted effect of over 40% in size
Nrf2 inh = Nrf2 pathway inhibition. Potency, µM (top dose mostly 46 µM), without a hit: at the top dose activity change, negative = inhibition, most hits filed as inhibitors. A549 ARE-Fluc reporter, luciferase luminescence, 18-24 h. 2.1% of 360,000 active; note: % is set by controls: 0 for no effect and ±100 for the full control effect; nearly all actives have a fitted effect of over 60% in size
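A549 ARE_Fluc cells (5000/well, 5% FBS OPTI-MEM) pre-incubated 2 h, then treated with compounds 18-24 h at 37C/5% CO2 in concentration-response. CellTiter-Fluor viability read first; BugLite luciferase luminescence after 15 min at room temperature gives Nrf2 activity.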
A549 tox = counter-screen for Nrf2 inhibitors: cytotoxicity in A549 cells. 0.16% of 390,000 active. Potency, µM (doses to about 46 µM), without a hit: at the top dose activity change, negative = cytotoxicity, actives largely listed as inhibitors. A549 ARE-Fluc cells, CellTiter-Fluor viability, 18-24 h; note: % is set by controls: 0 for no effect and ±100 for the full control effect
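A549 ARE_Fluc cells in 5% FBS OPTI-MEM were exposed to compounds in concentration-response for 18-24 h at 37 deg C. Viability was read by CellTiter-Fluor fluorescence (Ex 405/Em 525) after 30 min, before the luciferase read.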
EPAC2 antagonist = EPAC2 (human) antagonism | Q8WZA2 | EPAC2 GEF exchange of Rap1B-BODIPY-GDP, fluorescence | Potency, µM (doses to about 114 µM), for inactives: top-dose activity, negative = inhibition, hits mostly inhibitors | 0.18% of 360,000 active | AID 720708; note: % is set by controls: 0 for no effect and ±100 for the full control effect; nearly all actives have a fitted effect of over 45% in size; many of its hits are not listed in these tables
Target sequence (Q8WZA2 whole entry, looked up): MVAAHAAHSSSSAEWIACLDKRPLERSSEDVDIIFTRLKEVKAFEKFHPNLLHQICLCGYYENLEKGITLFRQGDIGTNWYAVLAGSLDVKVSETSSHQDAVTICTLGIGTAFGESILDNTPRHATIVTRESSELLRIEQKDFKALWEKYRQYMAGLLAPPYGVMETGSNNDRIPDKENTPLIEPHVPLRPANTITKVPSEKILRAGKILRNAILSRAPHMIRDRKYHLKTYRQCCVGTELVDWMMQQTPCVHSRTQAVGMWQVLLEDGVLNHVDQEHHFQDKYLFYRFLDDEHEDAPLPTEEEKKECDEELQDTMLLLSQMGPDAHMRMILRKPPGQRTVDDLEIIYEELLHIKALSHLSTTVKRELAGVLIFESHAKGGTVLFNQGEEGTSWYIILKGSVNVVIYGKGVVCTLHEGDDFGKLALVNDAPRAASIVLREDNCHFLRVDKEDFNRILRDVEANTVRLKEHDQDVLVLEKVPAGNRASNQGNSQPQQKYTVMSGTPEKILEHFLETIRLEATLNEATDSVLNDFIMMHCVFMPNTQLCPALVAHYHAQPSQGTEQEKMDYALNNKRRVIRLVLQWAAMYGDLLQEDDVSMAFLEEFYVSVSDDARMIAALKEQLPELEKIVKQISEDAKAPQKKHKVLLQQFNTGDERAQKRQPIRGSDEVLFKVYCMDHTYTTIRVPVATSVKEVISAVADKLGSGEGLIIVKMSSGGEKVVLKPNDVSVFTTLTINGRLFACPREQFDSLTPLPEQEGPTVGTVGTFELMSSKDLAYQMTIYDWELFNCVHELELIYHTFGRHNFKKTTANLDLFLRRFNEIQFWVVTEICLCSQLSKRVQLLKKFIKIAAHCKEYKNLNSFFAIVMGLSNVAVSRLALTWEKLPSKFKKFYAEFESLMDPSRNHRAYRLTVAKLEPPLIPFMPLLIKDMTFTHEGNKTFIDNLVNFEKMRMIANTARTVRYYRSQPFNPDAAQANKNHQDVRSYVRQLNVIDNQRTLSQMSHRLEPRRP
TGFb inhibitor = TGF-b pathway inhibition; HepG2 CAGA-GFP TGF-b/SMAD3 reporter, GFP fluorescence, 18 h; TGF-beta stimulated, 500 pg/mL final; Potency, µM (top dose mostly 46.1 µM), for inactives: at the highest dose activity, negative = inhibition, hits mostly inhibitors; 1.2% of 410,000 active; note: % is set by controls: 0 for no effect and ±100 for the full control effect; nearly all actives have a fitted effect of over 65% in size
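GFP signal (ex488/em500-530) from TGF-beta-stimulated HEPG2 CAGA-GFP cells, 500 pg/mL final, 18 h at 37 degrees C in DMEM plus 1% FBS, normalized to unstimulated and DMSO-stimulated controls.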
HepG2 tox = counter-screen for TGF-b inhibitors: cytotoxicity in HepG2 cells. HepG2 CAGA-GFP viability, ATP luminescence, 18 h. 0.76% of 410,000 active. Potency, µM (top dose mostly 46.1 µM), for the others: top-dose activity change, negative = cytotoxicity, actives largely listed as cytotoxic; note: some results filed as inactive show a strong effect at the top dose
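HepG2 CAGA-GFP cells (1000/well, DMEM with 1% FBS) received compound, then TGF-beta at 500 pg/mL final, and were incubated 18 hours at 37 degrees C. Viability was read by CellTiter-Glo luminescence. Media-only wells were set as complete cell-killing and DMSO as no toxicity.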
Active calls of the source: *; i = inactive; u = inconclusive; x = no result given; & = joins results of further samples; [ ] = remark or other dose. Calls come from the whole dose curve; as a rule, active = well fitted curve in the direction sought with a large enough effect; inconclusive = small, poorly fitted or top-dose-only effect, or another doubt; inactive = no such curve, though single readings can be large; an effect the other way counts as inactive or inconclusive. Potency is the fitted concentration of half-maximal effect. A portion of the library, so the mix of outcomes need not match the whole.

SMILES | MCF10A rereplic | Nrf2 activator | ATXN2 expr inh | S2 tox | Nrf2 inh | A549 tox | EPAC2 antagonist | TGFb inhibitor | HepG2 tox
CCC(C)C(CO)NCCCn1cnc2c(OC)ncnc21 (stereo not drawn) | x | -0.5% | -5% | i | x | x | -2% | 4% | -3%
CC(NC(=O)CSc1ccccc1)c1ccccc1 (stereo not drawn) | -9% | -0.4% | 13% | i | 3% | 0% | -8% | -2% | 3%
COc1ccc(C(C)=O)cc1CSc1nnnn1-c1ccc(O)cc1 | 4% | 3.0% | x | u | 4% | 1% | -1% | -8% | -25%
Cc1nc2ncnn2c(C)c1CCC(=O)NCc1ccc2c(c1)OCO2 | 0% | -0.5% | 13% | i | -20% | x | -4% | 0% | -5%
Cc1ccc(S(=O)(=O)N(C)C)cc1NC(=O)c1cc(C(C)(C)C)nn1Cc1ccccc1 | 23% | 2.3% | -8% | u | 10µM* | 5% | u | 0% | 0%
Cc1ccnc(NS(=O)(=O)c2ccc(NC(=O)c3ccc(N4C(=O)CCC4=O)cc3)cc2)n1 | 0% | -0.6%[9.22 µM] | 4% | i | u | 1% | -2% | -12% | -4%
O=C(/C=C\Nc1ccc(Cl)cn1)c1ccc(Br)cc1 | -2% | -0.1% | 50%[activator] | i | 0% | -6% | 5% | -1% | 8%
CCN1CCN(C(=O)C(C)Sc2nc3nc(C)cc(C)n3n2)CC1 (stereo not drawn) | -29% | 2.6% | 8% | i | 16% | 1% | 2% | 3% | -4%
CCOc1ccc(-n2c(C)nc3cc(C(=O)NCC4CCCO4)ccc32)cc1 (stereo not drawn) | 2% | -0.1% | 3% | i | -9% | 3% | 4% | -2% | -12%
COc1cccc(C(C(=O)NC(C)(C)C)N(CCc2ccccc2)C(=O)CCC(=O)Nc2cc(C)on2)c1OC (stereo not drawn) | 0% | 1.2% | -17% | i | u | -14% | -20% | -15% | -15%
COCCOC(=O)c1c(C)n(S(=O)(=O)c2ccc(C)cc2)c2ccc(NS(=O)(=O)c3ccc(C)cc3)cc12 | x | -0.4% | 11% | u | -8% | -3% | x | -6% | -4%
COCCCNC(=O)CC(NS(=O)(=O)c1ccc(C)cc1)c1ccco1 (stereo not drawn) | -3% | -0.3% | 2% | i | x | 0% | 13% | u | -1%
CCOC(=O)C1=C(COC(=O)COc2cc(C)ccc2C)NC(=O)NC1C (stereo not drawn) | 1% | 0.0% | 5% | i | 4% | -11% | 7% | u | 7%
CCOc1ccc(N2CC(NC(=O)c3ccc(S(=O)(=O)N4CCCCC4)cc3)CC2=O)cc1 (stereo not drawn) | x | -1.0% | x | x | x | 3% | x | -18% | 4%
O=C(NCCc1ccccc1)c1nccc2ccccc12 | 0% | 4.6% | 30% | i | u | 2% | 2% | -7% | -14%
N#Cc1nc(-c2ccc(COc3ccccc3)o2)oc1N1CCN(c2ccccc2)CC1 | x | 0.4% | 15% | i | 0% | 0% | x | 16% | -3%
O=C1CC(c2ccccc2)CC(=O)C1CS(=O)(=O)c1ccccc1 (stereo not drawn) | 10% | -0.2%[9.22 µM] | 3% | i | -15% | 5% | 5% | 18% | -2%
COc1ccc(Nc2ncnc3nc[nH]c23)cc1OC | u | 0.1% | 10% | i | 3% | -4% | -2% | 10% | -16%
COc1cc(OC)nc(Oc2cc(/C=N/O)ccc2OC)n1 | u | 0.4% | x | i | 3% | 1% | u | -11% | -5%
Cc1[nH]c2ccccc2c1C(=O)C(=O)NCCc1c[nH]c2ccccc12 | 6% | 0.1% | -19% | i | 3% | -1% | 4% | -4% | -3%

Six structures from above, ordered by number of heavy atoms, highest first.
SMILES | MCF10A rereplic | Nrf2 activator | ATXN2 expr inh | S2 tox | Nrf2 inh | A549 tox | EPAC2 antagonist | TGFb inhibitor | HepG2 tox
COCCOC(=O)c1c(C)n(S(=O)(=O)c2ccc(C)cc2)c2ccc(NS(=O)(=O)c3ccc(C)cc3)cc12 | x | -0.4% | 11% | u | -8% | -3% | x | -6% | -4%
Cc1ccnc(NS(=O)(=O)c2ccc(NC(=O)c3ccc(N4C(=O)CCC4=O)cc3)cc2)n1 | 0% | -0.6%[9.22 µM] | 4% | i | u | 1% | -2% | -12% | -4%
N#Cc1nc(-c2ccc(COc3ccccc3)o2)oc1N1CCN(c2ccccc2)CC1 | x | 0.4% | 15% | i | 0% | 0% | x | 16% | -3%
Cc1nc2ncnn2c(C)c1CCC(=O)NCc1ccc2c(c1)OCO2 | 0% | -0.5% | 13% | i | -20% | x | -4% | 0% | -5%
COc1ccc(C(C)=O)cc1CSc1nnnn1-c1ccc(O)cc1 | 4% | 3.0% | x | u | 4% | 1% | -1% | -8% | -25%
O=C1CC(c2ccccc2)CC(=O)C1CS(=O)(=O)c1ccccc1 (stereo not drawn) | 10% | -0.2%[9.22 µM] | 3% | i | -15% | 5% | 5% | 18% | -2%

(listing goes on)
SMILES | MCF10A rereplic | Nrf2 activator | ATXN2 expr inh | S2 tox | Nrf2 inh | A549 tox | EPAC2 antagonist | TGFb inhibitor | HepG2 tox
CCCCN(C)c1c(C)nc2ccc(C(=O)NCc3ccc(OC)cc3)cn12 | x | -0.5% | -19% | u | x | x | -17% | -29% | -4%
CC(C)NCC(O)c1ccc(O)c(O)c1 (stereo not drawn) | 1% | -0.3% | 2%&-18%&2% | i | 8% | -2% | -6% | 3% | 2%
O=C(CCc1ccccc1)Nc1nn[nH]n1 | -1% | -0.5% | 0% | i | 13% | 9% | 10% | -10% | -3%
COc1cc(CC(=O)N2CCC(n3nccc3NC(=O)C3CC3)CC2)cc(OC)c1OC | -3% | -0.2% | 2% | i | 7% | -1% | 11% | 8% | 11%
Cc1ccc(S(=O)(=O)N2[C@@H](c3ccc(Cl)cc3)C(C(=O)O)=C[C@H]2CC2CCCC2)cc1 | u | 5.3% | -3% | u | -1% | 3% | -28% | u | -15%
COCCNC(=O)c1cc2cc(Br)cc(Br)c2oc1=O | 9% | 0.2% | 0% | i | 18% | -3% | 7% | 5% | 0%
O=S(=O)(c1ccc2oc3ccccc3c2c1)N1CCOCC1 | 0% | 0.0% | -13% | i | -9% | -1% | -4%[57.1 µM] | u | -32%
COCCn1c(C)cc(O)c(C(c2ccccc2F)N2CCN(c3ccccc3)CC2)c1=O (stereo not drawn) | x | 0.0% | x | x | x | 17% | x | -1% | 13%
O=C(C/C=N\OCc1ccc([N+](=O)[O-])cc1)Nc1ccc(F)cc1F | 7% | -0.8% | -13% | i | -19% | -3% | -3% | 0% | -2%
COC(=O)c1[nH]c2cccc(OC)c2c1NC(=O)CCN1CCSCC1 | -2% | -0.6% | -10% | i | 4% | 0% | 5% | 0% | -25%
CCNc1nc(SC(C)C(=O)Nc2ccccc2)nc(N2CCOCC2)n1 (stereo not drawn) | -2% | -0.5% | -5% | i | -23% | 1% | -8% | 5% | 12%
Cc1ccc(/C=N/NC(=O)COc2ccccc2-c2ccccc2)cc1 | u | 3.5%[9.22 µM] | -9% | u | u | -22% | 8% | u | 10µM*
O=S(=O)(c1ccc(-c2ccccn2)s1)N1CCC2(CC1)OCCO2 | u | 0.3% | -16% | i | -9% | 3% | 2% | 5% | 29%
Nc1ccc2c(C(F)(F)F)cc(C(F)(F)F)nc2n1 | u | 0.3% | -5% | i | u | 1% | -12% | -17% | -16%
COc1ccccc1Nc1nc(NCCCN(C)C)nc(N)c1[N+](=O)[O-] | 35% | 4.4% | 0% | i | -28% | 8% | 0% | 7% | -1%
CCOC(=O)Cc1csc(SCC(=O)Nc2oc(C)c3c(C)n[nH]c(=O)c23)n1 | 9% | -0.5% | -8% | i | -18% | 0% | 7% | 0% | 10%
COc1cccc(CNc2ccc(S(N)(=O)=O)cc2)c1OC | 19% | 0.3% | 8% | i | 12% | -2% | 12% | -23% | 7%
O=C(c1ccccc1)c1ccc(N2CCOCC2)c(NC(=O)c2ccco2)c1 | u | 2.1% | 14% | i | u | -3% | 6% | -2% | -34%
O=C(NCc1ccccc1)c1ccc(CNc2c(N3CCCC3)c(=O)c2=O)cc1 | 17% | -0.6% | 4% | i | 7% | 0% | -3% | 13% | 20%
CC1CCN(c2ccc(C=O)o2)CC1 | 0% | 0.7% | x | i | 5% | 2% | 7% | -8% | 2%
COc1ccc(C2NCCc3c2[nH]c2ccccc32)cc1CN1CCc2cc(OC)c(OC)cc2C1C (stereo not drawn) | u | 4.3% | u | i | 0% | u | 7% | -17% | -44%
CC(C)(C)c1nc(SCC(=O)Nc2ccc3c(c2)OCCO3)c2ccccc2n1 | -4% | 20% | 8% | i | u | -15% | -2% | -27% | -8%
Cc1ccc2oc(=O)c3cc(C(=O)NCCCN4CCN(C)CC4)sc3c2c1 | 18% | 5.7% | 3% | i | -18% | 0% | 0% | 12% | 3%
CN1OC(COC(=O)c2ccc(Cl)cc2)CC1c1ccccc1 (stereo not drawn) | 0% | 0.0% | 6% | i | -13% | -18% | 11% | -3% | -1%
CCCCc1ccc(S(N)(=O)=O)cc1 | -6% | -0.1% | 5% | i | 2% | -1% | -1% | 6% | -5%
NC(=O)c1ccccc1NC(=O)c1ccccc1Cl | 9% | -0.2% | x | i | 9% | 7% | 7% | -1% | -1%
CS(=O)(=O)N(CC(=O)Nc1ccc(S(=O)(=O)N2CCCC2)cc1)c1ccccc1 | -5% | 0.1% | -12% | i | 4% | 0% | -3% | -20% | -17%
CCOC(=O)COc1ccc(C(=O)Nc2cccc(Cl)c2C)cc1 | -41%[inhibitor] | 3.2% | -4% | i | 5% | 0% | u | 1% | -6%
O=C(Nc1ccc(S(=O)(=O)N2CCOCC2)cc1)C1COc2ccccc2O1 (stereo not drawn) | 0% | -0.6% | -15% | u | -7% | 2% | 4% | -3% | 1%
O=C(Cn1cnc([N+](=O)[O-])n1)c1ccc(O)c(O)c1 | 9% | -0.7% | -3% | i | 13% | 1% | -10% | 0% | -41%
Cc1ccc(OCCCCN2CCCCC2)c(C)c1 | 7% | -0.8% | -1% | i | 2% | 3% | -1% | -5% | 2%
CCCN(C(=O)c1cc(CC)c(C)s1)c1c(N)n(Cc2ccccc2)c(=O)[nH]c1=O | -2% | 0.3% | -7% | i | -16% | -1% | -3% | 2% | -3%
C/C(=N\NC(=O)c1ccc(Cl)c(Cl)c1)c1ccccn1 | -24% | -0.1% | u | u | 2.3µM* | u | -14% | u | -5%

Assay outcomes as filed in PubChem.
